hgDAF-12 ag – hgDAF-12 agonism, primary luciferase screen. hit rate 1.8% among 370,000. HEK293 GAL4-hgDAF12 UAS-luciferase reporter, agonist luminescence; normalized to butyrate control. activation, % at 6.8 µM. AID 687014;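 active means activation above a cutoff set at the mean of all screened compounds plus 3 SD, cut at about 10% in these data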;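 further: 0% = DMSO wells and 100% = sodium butyrate wells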
DAX1 inh-1 – inhibitors of DAX1 repression of SF-1 activated StAR promoter; hit rate 1.1% among 370,000; HEK293T StAR-luciferase reporter, SF-1/DAX-1 repression relief; inhibition, % at 6.8 µM; AID 652010;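 active means inhibition above the mean over all tested compounds plus 3 SD, cut at about 3.6% in these data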;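 further: 0% = DAX-1 cells with DMSO and 100% = cells lacking DAX-1 with DMSO; higher inhibition means more luminescence from relief of DAX-1 repression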
proKLK7 act – activates the human kallikrein-7 zymogen | AID 652039 | hit rate 0.9% among 370,000 | P49862 | purified proKLK7, EDANS-DABCYL substrate fluorescence; 100% is mature enzyme control, 0% vehicle | activation, % at 7 µM;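 active means activation above the mean of all tested compounds plus 3 SD, computed per campaign excluding outliers beyond control limits, cut at about 13% in these data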
Target sequence (P49862 whole entry, looked up): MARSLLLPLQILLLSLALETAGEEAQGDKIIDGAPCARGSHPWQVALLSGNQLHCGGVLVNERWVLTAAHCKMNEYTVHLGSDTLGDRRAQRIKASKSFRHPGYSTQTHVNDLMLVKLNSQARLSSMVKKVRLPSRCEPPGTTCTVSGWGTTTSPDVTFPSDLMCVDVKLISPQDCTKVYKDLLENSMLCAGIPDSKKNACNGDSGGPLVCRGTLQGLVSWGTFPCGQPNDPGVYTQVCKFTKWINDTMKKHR
ssDAF12 agonist – activators of S. stercoralis DAF-12 nuclear receptor | hit rate 1% among 370,000 | HEK293 ssDAF-12/GRIP1 lit1-tk-luc reporter, luminescence; % of 3 µM dafachronic acid response | activation, % at 6.8 µM;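 active means activation above the mean over all tested compounds plus 3 SD, cut at about 0.9% in these data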;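 further: 0% = DMSO-only wells and 100% = 3 µM delta7-dafachronic acid wells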
SMARCA2 act – increases SMARCA2 function in MMTV reporter cells. MG213 cells, MMTV-luciferase reporter, dexamethasone, overnight. activation, % at 9.1 µM. hit rate 1% among 370,000. AID 652017; in the data active means activation above about 7.8%;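 further: 0% = vehicle wells and 100% = reference activator wells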
FXN GAA850 act – activators of GAA850 frataxin (FXN) promoter; HEK293 lucGAA850 FXN promoter luciferase reporter, 24 h; percent of 10 µM SAHA response; activation, % at 6 µM; hit rate 0.56% among 360,000; AID 540364;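 active means activation above the average of all compounds screened plus 3 SD, cutoff fixed separately per campaign, cut at about 7.5% in these data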;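 further: 0% = DMSO wells and 100% = 10 µM SAHA wells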
DAX1 inh-2 – NR0B1 (DAX1) inhibition. HEK293 Gal4-DAX1 luciferase reporter, luminescence. hit rate 0.99% among 340,000. inhibition, % at 6.75 µM. P51843. AID 504766;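 active means inhibition above the mean over all tested compounds plus 3 SD, cut at about 4.2% in these data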;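 further: 0% = DAX1-transfected cells with DMSO and 100% = empty-vector control cells with DMSO; inhibition shows as a rise in luminescence from relieved DAX1 repression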
Target sequence (P51843 207-470 limits assumed): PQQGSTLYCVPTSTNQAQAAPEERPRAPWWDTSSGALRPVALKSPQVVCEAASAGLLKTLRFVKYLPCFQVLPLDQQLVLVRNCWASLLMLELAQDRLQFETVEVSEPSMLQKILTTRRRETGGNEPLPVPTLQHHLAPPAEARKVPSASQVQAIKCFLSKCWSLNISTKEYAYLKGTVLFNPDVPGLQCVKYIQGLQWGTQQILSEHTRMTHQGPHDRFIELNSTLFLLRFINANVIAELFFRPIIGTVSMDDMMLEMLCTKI
hcDAF-12 act – H. contortus DAF-12 activation, primary screen; activation, % at 6.8 µM; AID 652067; HEK293 hcDAF-12 lit1-tk-luc reporter, luminescence; 0% DMSO, 100% Δ7-dafachronic acid; hit rate 1.4% among 370,000;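 active means activation above the mean of all tested compounds plus 3 SD, cut at about 5.5% in these data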;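 further: 100% = response to 3 µM Δ7-dafachronic acid high control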
GC-A act – GC-A (human) enzyme activation; HEK293 GC-A cells, cGMP TR-FRET, EC30 ANP; 0% at EC30 ANP, 100% saturating ANP; activation, % at 10 µM; hit rate 0.14% among 370,000; AID 1671463; in the data active means activation above about 40%
sPLA2-III inh – Inhibits HGIII-sPLA2 liposome hydrolysis, primary screen; QFRET BODIPY PC-A2 liposome hydrolysis, fluorescence; hit rate 0.56% among 370,000; Q9NZ20; inhibition, % at 12.2 µM; AID 743126;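 active means inhibition above mean plus 3 SD of compounds lying within the high and low control bounds, cut at about 19% in these data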;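 further: 0% = median of test compound wells and 100% = no enzyme DMSO wells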
Target sequence (Q9NZ20 whole entry, looked up): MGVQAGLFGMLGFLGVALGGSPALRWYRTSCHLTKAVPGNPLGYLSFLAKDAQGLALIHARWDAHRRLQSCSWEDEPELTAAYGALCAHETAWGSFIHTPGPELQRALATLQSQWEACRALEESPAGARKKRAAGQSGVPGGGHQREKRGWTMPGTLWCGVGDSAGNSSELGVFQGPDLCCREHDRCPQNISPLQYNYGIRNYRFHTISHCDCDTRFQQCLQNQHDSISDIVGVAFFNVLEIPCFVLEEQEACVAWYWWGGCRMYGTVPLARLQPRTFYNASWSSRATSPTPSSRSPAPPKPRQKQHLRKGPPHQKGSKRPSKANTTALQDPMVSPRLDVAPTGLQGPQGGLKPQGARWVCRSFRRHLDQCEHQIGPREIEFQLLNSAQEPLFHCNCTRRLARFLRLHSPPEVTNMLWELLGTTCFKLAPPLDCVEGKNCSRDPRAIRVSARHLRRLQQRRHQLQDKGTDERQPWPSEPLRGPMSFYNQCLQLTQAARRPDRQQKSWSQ
GC-B act – GC-B (human) receptor activation; P20594; HEK293-GC-B cells, CNP EC30, cGMP TR-FRET; 0% at EC30 CNP, 100% saturating CNP; activation, % at 10 µM; hit rate 0.11% among 370,000; AID 1920062;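 active means activation at 10 µM reaching about 35% in either raw or pattern-adjusted values, limit read from the data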
Starred values were filed as active, the others as inactive; . = no result given. Outcome played no part in choosing rows; about 6.7% have a hit in one of these screens.

SMILES	hgDAF-12 ag	DAX1 inh-1	proKLK7 act	ssDAF12 agonist	SMARCA2 act	FXN GAA850 act	DAX1 inh-2	hcDAF-12 act	GC-A act	sPLA2-III inh	GC-B act
COc1cc(S(=O)(=O)Nc2ccc(C)cc2)ccc1N=Cc1c(C)[nH]n(-c2ccccc2)c1=O	-0.4	-1.1	-3.6	-1.3	-1	2.4	1.8	-1.7	-19	-22	0
COC(=O)C1CN(Cc2ccc(F)cc2)CCS(=O)(=O)N1Cc1cn(Cc2ccccc2)nn1 (stereo unspecified)	3.2	-1.1	-0.6	-1.4	-3	.	.	-1.3	-3	-7	-1
CCCCCCC(=O)Nc1nc(C)c(-c2csc(Nc3ccccc3OC)n2)s1	1.4	-0.4	-0.8	-1.3	0	-0.3	-0.1	-0.5	-7	-9	2
CCOc1ccc(CN(C)C(=O)CNC(=O)C2CCCCC2)cc1OC	0.7	0.2	0.2	-1.1	-3	-1.7	-2.4	-2.3	5	4	1
CCN(Cc1ccncc1)C(=O)CC1C(=O)NCCN1Cc1ccc(F)c(F)c1 (stereo unspecified)	-1.3	0.2	-0.2	-1.7	0	-0.4	-1.0	-0.9	4	0	6
COc1ccc(NC(=O)CN2CCCC2c2cccs2)cc1S(=O)(=O)N1CCCCC1 (stereo unspecified)	-5.0	-4.7	0.2	-1.9	-5	-0.9	-1.0	-3.9	3	-16	-3
COc1ccc(-c2c(C(C)=O)c(C)nc3sc4c(c23)NC(c2ccccc2)NC4=O)cc1 (stereo unspecified)	0.0	-0.5	0.6	-1.4	2	0.0	0.2	0.7	12	-1	5
Cc1ccc(C(=O)NCC(=O)OCc2c(F)cccc2Cl)cc1	2.3	-0.7	0.2	0.2	5	2.7	-0.6	-1.3	1	-4	4
Cc1ccc2c(c1)nnn2C1CCN(S(=O)(=O)c2ccc(C(=O)N(C)C3CCCCC3)cc2)CC1	-1.8	0.0	-0.2	-1.5	-1	2.3	-0.8	0.1	-1	-4	-4
Fc1cccc(CCN2CCNC[C@@H]2c2ccccc2)c1	0.0	-0.5	0.8	-1.3	2	1.9	-0.1	-1.6	-11	2	-12
Cn1c(=O)n(C)c2cc(NC(=O)c3ccccc3[N+](=O)[O-])c(Br)cc21	2.6	-0.6	0.8	-0.6	-2	1.7	-0.4	0.0	1	-1	7
COCC(C)NCc1cccc2ccccc12 (stereo unspecified)	2.6	1.4	-0.2	0.1	-3	-1.3	2.2	0.1	-3	0	1
COc1ccc(C(=O)NCC[N+](C)(C)C)cc1	-0.8	4.7*	0.0	-0.2	-5	.	.	-0.2	3	5	2
N#Cc1ccccc1NC(=O)COc1c(Br)cc(Br)c2cccnc12	0.9	0.1	-0.2	0.6	-1	0.7	3.0	5.9*	1	6	7
O=C(NC1CCSc2ccccc21)c1ccc([N+](=O)[O-])cc1 (stereo unspecified)	4.3	-0.1	0.3	-1.0	-3	-1.0	0.8	0.8	0	2	-5
O=C(NC(=S)Nc1ccc(O)cc1)C1CCCC1	3.9	-0.2	-0.1	-1.1	1	2.7	0.7	2.7	-3	10	-4
COc1ccccc1NC(=O)Nc1cccc(NC(C)=O)c1	-2.9	-0.1	-0.2	-1.7	-2	-0.3	-0.3	-1.8	2	4	-1
O=C(O)C(c1ccccc1)N1C(=O)/C(=C/c2cccs2)SC1=S (stereo unspecified)	-0.4	-0.7	0.0	-0.7	2	2.0	3.7	0.1	0	-6	-4
COc1ccc(Br)c(C(=O)NCC2CCCCC2)c1	-2.2	-0.5	-0.4	-0.9	-1	0.0	0.9	-2.0	1	2	0
Cc1ccc(C(=O)CN2C(=O)c3ccccc3S2(=O)=O)cc1	-12	-1.8	0.3	-2.7	-7	-11	-6.4	-7.0	4	14	8

Among those listed so far, 3 have two or more sulfur atoms:
SMILES	hgDAF-12 ag	DAX1 inh-1	proKLK7 act	ssDAF12 agonist	SMARCA2 act	FXN GAA850 act	DAX1 inh-2	hcDAF-12 act	GC-A act	sPLA2-III inh	GC-B act
CCCCCCC(=O)Nc1nc(C)c(-c2csc(Nc3ccccc3OC)n2)s1	1.4	-0.4	-0.8	-1.3	0	-0.3	-0.1	-0.5	-7	-9	2
COc1ccc(NC(=O)CN2CCCC2c2cccs2)cc1S(=O)(=O)N1CCCCC1 (stereo unspecified)	-5.0	-4.7	0.2	-1.9	-5	-0.9	-1.0	-3.9	3	-16	-3
O=C(O)C(c1ccccc1)N1C(=O)/C(=C/c2cccs2)SC1=S (stereo unspecified)	-0.4	-0.7	0.0	-0.7	2	2.0	3.7	0.1	0	-6	-4

The listing continues.
SMILES	hgDAF-12 ag	DAX1 inh-1	proKLK7 act	ssDAF12 agonist	SMARCA2 act	FXN GAA850 act	DAX1 inh-2	hcDAF-12 act	GC-A act	sPLA2-III inh	GC-B act
N#Cc1cccc(NC(=O)OC2CC3CC2[C@H]2CCCCN2C3)c1 (stereo partly specified)	0.0	-0.8	0.0	-0.9	-3	.	.	-2.2	-2	0	1
C[N+](C)(C)c1ccc(/C=N/Nc2nc(Cl)c(C#N)c(Cl)c2Cl)cc1	1.9	-0.6	-0.9	0.1	-3	-1.1	-0.2	2.0	10	-5	0
O=[N+]([O-])c1ccc(NCCNc2ccc(Cl)nn2)cc1	1.1	-0.8	-0.6	-1.8	2	-1.9	-1.3	1.9	1	0	-5
Cc1cccc(C)c1NC(=O)CN(C)C(=O)CCc1nc2sc3c(c2c(=O)[nH]1)CCCC3	-1.0	-0.5	-1.5	-1.1	-2	0.3	-0.4	-1.6	0	-3	-1
O=C(c1ccco1)n1c(=S)nc2ccccn21	12*	1.2	0.3	0.4	7.9*	2.4	2.0	3.2	3	2	1
CC(=O)Nc1ccc(C2Nc3ccccc3C(=O)N2C2CCCCC2)cc1 (stereo unspecified)	-0.5	1.0	13*	-1.0	1	0.8	0.2	2.7	0	3	1
O=C(NCc1cccnc1)c1ccc(CS(=O)(=O)Cc2ccc(Cl)cc2)o1	-0.8	-0.8	0.3	-1.4	0	-0.3	-1.1	-1.0	6	3	11
O=C(c1ccc2ccccc2c1)N1CCCCC1	0.2	-0.1	0.0	-1.0	-2	0.9	-0.4	-0.5	3	-2	5
COc1ccc(C(=O)OC(C)C(=O)NC(C)CCc2ccccc2)c(OC)c1 (stereo unspecified)	1.8	-0.3	0.1	-1.1	-1	0.4	-0.5	-0.4	-3	-6	1
CCC(CO)NC1=C([N+](=O)[O-])C(=O)CC(C)(C)C1 (stereo unspecified)	1.2	0.2	0.0	-0.3	-3	3.2	0.5	-0.3	-1	10	0
c1ccc(-c2nnc(CSc3nnc(-c4cccs4)o3)o2)cc1	1.5	-0.6	-0.3	-1.4	2	-2.4	0.7	0.1	2	3	0
CCC(=O)N1CCCc2ccccc21	-0.9	-0.6	-0.2	-0.9	3	1.8	-0.6	-0.8	3	-2	5
O=C(NC1CCS(=O)(=O)C1)Oc1ccc(Cl)cc1 (stereo unspecified)	-2.7	0.3	-0.3	-1.9	-2	-1.3	-0.2	-0.6	1	0	-3
Cc1cccnc1NC(=O)COc1ccc2oc3c(c2c1)CCCC3	-0.7	-0.4	0.3	-1.3	1	1.8	-0.1	0.5	0	-1	4
CSc1ccc(S(=O)(=O)Nc2ccc(N3CCOCC3)c(Cl)c2)cc1	-0.4	-1.3	0.7	-1.4	-2	4.4	-1.2	-2.7	-4	-22	0
COc1cc(CNc2ccc3[nH]c(=O)[nH]c3c2)ccc1OCc1c(F)cccc1Cl	-8.1	-0.9	-0.5	-2.3	-4	1.6	-2.1	-2.7	-4	11	-6
Cc1ccc(C(=O)N/C(=C\c2cn(C)c3ccccc23)C(=O)NCCCn2ccnc2)cc1	1.8	0.1	0.5	-0.9	-3	2.8	0.2	1.2	-3	-6	3
O=S(=O)(NCCN1CCN(S(=O)(=O)c2ccccc2F)CC1)c1ccccc1F	-4.1	-0.9	-0.5	0.1	3	-1.4	-1.1	-0.6	3	-8	1
COc1cc(C(=O)Nc2cccc(S(=O)(=O)NCc3ccco3)c2)cc(OC)c1OC	-3.6	-0.6	0.3	-1.4	-2	0.2	1.2	1.1	-1	-18	1
CN(CC(=O)Nc1ccccc1Cl)C(=O)C1CCN(S(=O)(=O)c2ccc3c(c2)OCCO3)CC1	-2.4	-2.5	0.2	-1.1	0	1.3	-0.2	0.9	2	-17	-3
Cc1ccc(/C=N/NC(=O)CN2C(=O)CSc3ccccc32)o1	0.6	0.2	0.1	-1.5	0	1.2	0.7	-0.1	-1	-4	2
Cn1c(=O)c(=O)n(C)c2cc(S(=O)(=O)CCC(=O)Nc3ccc(F)cc3)ccc21	0.6	0.2	0.1	-0.9	1	-1.9	-0.3	4.1	-1	0	4
CCOC(=O)N1CCN(S(=O)(=O)N2CCCC(C(=O)NCc3cc(OC)ccc3OC)C2)CC1 (stereo unspecified)	-2.6	0.7	-0.3	-1.6	-1	1.0	0.8	-1.3	0	11	-1
O=C(COc1ccccc1[N+](=O)[O-])Nc1ccc(NC(=O)c2cc3ccccc3o2)cc1	1.5	-0.5	0.2	-1.6	-1	-0.8	0.0	-1.9	-3	-1	5
O=C(O)COc1cccc2ccccc12	1.0	0.5	-0.9	-0.2	-2	-0.8	0.2	1.4	1	6	2
Cc1cc(C(=O)COC(=O)c2ccc(O)cc2)c(C)n1CC1CCCO1 (stereo unspecified)	7.3	2.5	-0.3	-0.4	0	7.5	1.2	2.4	-1	-14	9
COc1ccc(C(CNC(=O)c2ccc(C)c(S(=O)(=O)N3CCCCC3)c2)N2CCCC2)cc1 (stereo unspecified)	0.7	-0.2	-1.3	0.4	2	-0.6	-0.1	-0.7	-20	-6	-17
Cc1ccc(Cn2ccc(NC(=O)c3nc4ncccn4n3)n2)cc1	2.0	0.1	-0.1	-1.2	-3	0.2	0.6	1.5	1	6	0
O=C1Cc2ccccc2C(=O)N1c1cccc(Cl)c1	-0.7	-0.2	-0.2	-1.0	-1	3.3	-0.2	0.2	4	-2	1
O=C(N/N=C/c1c(O)ccc2ccccc12)Nc1ccccc1	4.6	-0.6	-15	-1.2	5	.	.	1.7	3	-37	-7
CCOc1ncccc1C(=O)Nc1ccc2c(C)cc(=O)oc2c1	1.3	0.2	-0.3	-0.8	-2	3.0	-0.6	1.1	-5	10	-7
Cc1cc(C(=O)Nn2c(C3CCCCC3)nc3ccccc3c2=O)ccc1[N+](=O)[O-]	-1.7	-0.9	-0.1	-1.1	1	-0.8	0.5	2.6	3	-3	1
Cc1noc(C)c1S(=O)(=O)N1CCCC1C(=O)NC(C)(C)C (stereo unspecified)	1.9	-0.1	0.2	-0.7	1	0.3	0.5	-1.9	4	9	0
O=C(O)COCC(=O)NCc1csc2ccc(Cl)cc12	-2.0	0.2	0.2	-0.4	-4	-1.6	-0.8	0.8	1	5	0
O=C1Nc2ccccc2N(O)N1c1ccc(Cl)c(Cl)c1	1.4	-0.2	-0.3	-0.2	-1	0.3	1.3	2.4	0	2	1
COc1ccc(NC(=O)c2cc(S(=O)(=O)N(C)C)ccc2N2CCCC2)cc1Cl	2.7	-0.5	0.3	-1.5	2	-0.3	-0.4	0.3	9	-1	16

Bioassay records deposited in PubChem BioAssay by several laboratories.
